Source: PubChem (National Center for Advancing Translational Sciences (NCATS))
ELG1 genotoxic = qHTS screen for small molecules that induce genotoxicity in human embryonic kidney (HEK293T) cells expressing luciferase-tagged ELG1 | AID 504466, 2011 | 1.3% of 330,000 active | Potency, µM (doses to about 46 µM), for the others: at the highest dose activity change, positive = activation, actives largely listed as activators | HEK293T ELG1-luciferase reporter, luminescence, 16 h; further: potency means the concentration at half of the fitted maximal effect; % of control where 0% means no effect; nearly all actives have a fitted effect of over 60% in size
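Step 1: seed 2,000 HEK293T ELG1-luciferase cells per well. Step 2: add compound or DMSO, incubate 16 hr at 37 °C. Step 3: ONE-Glo, 30 min at room temperature, read luminescence.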
Rab9 prom act = qHTS Assay for Rab9 Promoter Activators. Huh7 Rab9 promoter-luciferase reporter, luminescence, 24 h. Potency, µM (top dose mostly 9.22 µM), for inactives: top-dose activation, negative = inhibition, usual class: activators. 2.8% of 320,000 active. AID 485297, 2010; further: potency means the concentration at half of the fitted maximal effect; % of control where 0% means no effect; nearly all actives have a fitted effect of over 60% in size
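Promoter activation is measured as luciferase luminescence in Huh7 cells stably transfected with a Rab9 promoter–luciferase construct, following 24 h compound exposure at 37 °C and 10 min reagent incubation at ambient temperature.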
p53 reactivation = qHTS assay for re-activators of p53 using a Luc reporter; H1299 p53-A138V BP100-luciferase reporter, luminescence, 24 h; Potency, µM (doses to about 92.2 µM), for inactives: at the highest dose activity change, positive = activation, most hits filed as activators; 0.063% of 320,000 active; further: potency means the concentration at half of the fitted maximal effect; % of control where 0% means no effect; nearly all actives have a fitted effect of over 45% in size
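H1299 (p53-null), stable ts p53-A138V + BP100-Luc; 1000 cells/well, Opti-MEM/10% FBS; cpd 4 pt, 1:5; 24 h, 37 deg C, 5% CO2; detection reagent 10 min RT; luminescence.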
RORgamma inh = qHTS for inhibitors of ROR gamma transcriptional activity | Drosophila S2 Gal4-RORgamma UAS-luciferase reporter, 20 h | Potency, µM (titrated, usually from 53.6 µM), for inactives: at the highest dose activity change, negative = inhibition, hits mostly inhibitors | 5.4% of 310,000 active | AID 2551, 2010; further: potency means the concentration at half of the fitted maximal effect; on the % scale 0 is the no-effect control and ±100 the full control effect; nearly all actives have a fitted effect of over 60% in size
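In this cell-based reporter format, copper sulfate (700 uM final) drives Gal4–ROR gamma fusion expression from a metallothionein promoter in Drosophila Schneider cells; compounds preincubated 1 hr, reporter read after 20 hr at ambient temperature.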
ELG1 DNA repair = qHTS screen for small molecules that inhibit ELG1-dependent DNA repair in human embryonic kidney (HEK293T) cells expressing luciferase-tagged ELG1. Potency, µM (titrated, usually from 46.1 µM), inactives show top-dose activity change, negative = inhibition, actives largely listed as inhibitors. 2.3% of 330,000 active. AID 504467, 2011. HEK293T ELG1-luciferase reporter, luminescence, 16 h; DNA damage induced by 5-fluorouridine; further: potency means the concentration at half of the fitted maximal effect; on the % scale 0 is the no-effect control and ±100 the full control effect; nearly all actives have a fitted effect of over 55% in size
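Reporter activity after DNA damage by 5-fluorouridine is monitored. Compound-treated cells incubate 16 hr at 37 °C, then ONE-Glo is added for 30 min before luminescence reading.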
NPC1 prom act = qHTS Assay for NPC1 Promoter Activators; Huh7 NPC1 promoter luciferase reporter, 24 h; Potency, µM (series often up to 9.22 µM), without a hit: at the highest dose activation, actives largely listed as activators; 2.4% of 320,000 active;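 further: potency means the concentration at half of the fitted maximal effect; % of control where 0% means no effect; nearly all actives have a fitted effect of over 60% in size; reporter is driven by a mutant NPC1 promoter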
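Quantitative HTS used a cell-based reporter: Huh7 cells stably bearing the NPC1 promoter upstream of luciferase were treated with compounds for 24 h, and promoter activation was read as luminescence.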
BRCA1 expr act = qHTS Assay to Identify Small Molecule Activators of BRCA1 Expression; MCF7-BRCA1-FFLuc reporter, luminescence, 48 h; response scale: scaled: vehicle 0%, 10 µM genistein 100%; Potency, µM (doses to about 46.1 µM), inactives show at the top dose activation, hits mostly activators; 1.1% of 380,000 active; AID 624202, 2012; further: potency means the concentration at half of the fitted maximal effect; nearly all actives have a fitted effect of over 80% in size; some results filed as inactive show a strong effect at the top dose
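MCF7-BRCA1-FFLuc, 2000 cells/well; 2 h attach, 37 °C/5% CO2; compound 48 h; luciferase substrate 15 min; luminescence end-point. Norm. to genistein 10 microM max activation and DMSO; concentration-response curves fitted.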
VP16 counter = VP16 counterscreen qHTS for inhibitors of ROR gamma transcriptional activity | Drosophila S2 Gal4-VP16 UAS-luciferase, luminescence, 20 h | Potency, µM (highest dose often 53.6 µM), for the others: at the highest dose activity, negative = inhibition, hits mostly inhibitors | 3.5% of 310,000 active;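 further: Gal4-VP16 expression switched on by copper sulfate through the metallothionein promoter; potency means the concentration at half of the fitted maximal effect; on the % scale 0 is the no-effect control and ±100 the full control effect; nearly all actives have a fitted effect of over 50% in size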
FLuc counter = qHTS profiling assay for firefly luciferase inhibitor/activator using purifed enzyme and Km concentrations of substrates (counterscreen for miR-21 project). Luciferin 4-monooxygenase (Photinus pyralis), P08659. purified FLuc, Km substrates, luminescence inhibition. Potency, µM (doses to about 57.5 µM), without a hit: top-dose activity change, negative = inhibition, hits mostly inhibitors. 6.9% of 360,000 active. AID 588342, 2011;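 further: potency means the concentration at half of the fitted maximal effect; plate controls were vehicle for no effect and reference inhibitor for full effect; nearly all actives have a fitted effect of over 55% in size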
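Purified P. pyralis luciferase, 10 nM final, with Km-level 10 uM D-luciferin and 10 uM ATP in 50 mM Tris acetate pH 7.5, 10 mM Mg acetate, 0.01% Tween-20, 0.05% BSA; 6-point qHTS titration about 60 µM downward; luminescence read.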
TRPV1 agonist = HTS Assay for Compounds that Act as Agonists of the Vanilloid Receptor 1; Transient receptor potential cation channel subfamily V member 1 (Homo sapiens), Q8NER1; TRPV1-expressing cells, Fluo-8 calcium influx, agonist mode; activation, % at 8.33 µM; 0.19% of 320,000 active; in the data active means activation above about 80%; inconclusive means between about 30% and that limit; further: 0% is about no effect
Target sequence (Q8NER1 whole entry, looked up): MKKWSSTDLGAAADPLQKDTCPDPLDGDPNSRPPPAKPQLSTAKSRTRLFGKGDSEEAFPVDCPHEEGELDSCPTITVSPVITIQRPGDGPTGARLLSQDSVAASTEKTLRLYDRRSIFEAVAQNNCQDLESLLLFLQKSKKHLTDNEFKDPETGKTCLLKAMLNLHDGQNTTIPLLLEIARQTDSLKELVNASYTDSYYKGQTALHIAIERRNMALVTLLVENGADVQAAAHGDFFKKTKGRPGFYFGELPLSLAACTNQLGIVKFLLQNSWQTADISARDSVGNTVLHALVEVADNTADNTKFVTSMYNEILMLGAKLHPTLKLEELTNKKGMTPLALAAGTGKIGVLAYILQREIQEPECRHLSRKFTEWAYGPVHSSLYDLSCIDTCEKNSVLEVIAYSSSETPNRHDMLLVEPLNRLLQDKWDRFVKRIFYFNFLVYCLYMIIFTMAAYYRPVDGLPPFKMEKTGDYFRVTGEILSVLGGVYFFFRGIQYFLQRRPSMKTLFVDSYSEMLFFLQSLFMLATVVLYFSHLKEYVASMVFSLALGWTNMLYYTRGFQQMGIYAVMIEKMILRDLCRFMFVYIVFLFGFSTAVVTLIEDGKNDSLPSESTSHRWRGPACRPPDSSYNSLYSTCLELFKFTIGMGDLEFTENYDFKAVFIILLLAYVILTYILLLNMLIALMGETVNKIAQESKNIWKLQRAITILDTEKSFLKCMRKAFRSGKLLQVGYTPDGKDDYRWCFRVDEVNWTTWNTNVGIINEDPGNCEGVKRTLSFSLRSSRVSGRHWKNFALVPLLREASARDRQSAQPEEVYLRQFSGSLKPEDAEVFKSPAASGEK
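Fluo-8 calcium influx in TRPV1-expressing cells, kinetic read (ex 480/em 520 nm). Compound added and read 3 min for agonist activity, followed by capsaicin at EC20 final and 2 min further read for enhancement.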
Tb PFK block = qHTS Assay to Find Inhibitors of T. brucei phosphofructokinase; ATP-dependent 6-phosphofructokinase (Trypanosoma brucei brucei), O15648; T. brucei PFK, ADP-Glo luminescence; Potency, µM (top dose mostly 57.5 µM), inactives show at the top dose activity, negative = inhibition, hits mostly inhibitors; 0.17% of 330,000 active; AID 485367, 2010;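 further: potency means the concentration at half of the fitted maximal effect; 0% = uninhibited 1x PFK enzyme wells and -100% = no-enzyme wells; nearly all actives have a fitted effect of over 60% in size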
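Compounds were pin-transferred as a titration series up to 57 uM into substrate buffer (0.5 mM F6P, 0.1 mM ATP, pH 8.0), then 1.25 nM PFK was added and reactions ran 45 min before ADP-Glo detection.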
The depositor's hits bear a star; [ ] = another dose, or the depositor's remark. Unless noted, the call rests on the fitted dose curve; in most records, active means well fitted curve in the direction sought with a large enough effect; inconclusive means small, poorly fitted or top-dose-only effect, or another doubt; inactive means no such curve, though single readings can be large; an effect the other way counts as inactive or inconclusive.

For COc1cc(/C=C/C(=O)O)cc(S(=O)(=O)Nc2ccc3cn[nH]c3c2)c1OC the results were ELG1 genotoxic 0%, Rab9 prom act 11%, p53 reactivation -1%, ELG1 DNA repair 15%, NPC1 prom act 2%, BRCA1 expr act 1%, TRPV1 agonist -2 and Tb PFK block 3%.
COc1ccc(N(CC(=O)NCCC2=CCCCC2)S(=O)(=O)c2ccccc2)cc1 was read as ELG1 genotoxic -6%, Rab9 prom act -1%, p53 reactivation 4%, RORgamma inh 19%, ELG1 DNA repair inconclusive, NPC1 prom act -1%, BRCA1 expr act -32%, VP16 counter 5%, FLuc counter 7%, TRPV1 agonist 26 and Tb PFK block 1%.
For O=C(COC(=O)c1cc(S(=O)(=O)N2CCCC2)ccc1O)Nc1ccc(SC(F)F)cc1 the results were ELG1 genotoxic -2%, Rab9 prom act 1%, p53 reactivation -3%, ELG1 DNA repair -19%, NPC1 prom act 2%, BRCA1 expr act -1%, FLuc counter -13%, TRPV1 agonist 2 and Tb PFK block 3%.
Screening CCOC(=O)N1CCN(C(=O)c2n[nH]c(=O)c3ccccc23)CC1 returned ELG1 genotoxic 0%, Rab9 prom act -4%, p53 reactivation 8%, RORgamma inh -25%, ELG1 DNA repair 17%, NPC1 prom act -3%, BRCA1 expr act 0%, VP16 counter 6%, FLuc counter -2%, TRPV1 agonist -1 and Tb PFK block -3%.
Screening CCOC(=O)c1cnn(CCOC(=O)c2cccc(F)c2)c1NC(=O)c1cccc(F)c1 returned ELG1 genotoxic 1%, Rab9 prom act -1%, p53 reactivation -3%, RORgamma inh -7%, ELG1 DNA repair -5%, NPC1 prom act 0%, BRCA1 expr act 3%, VP16 counter inconclusive, FLuc counter 6%, TRPV1 agonist -8 and Tb PFK block 2%.
`CCCCN(CCCC)CCNC(=O)Cc1nc2c(c(=O)[nH]c(=O)n2C)n1C` gave ELG1 genotoxic -1%, Rab9 prom act 0%, p53 reactivation 1%, RORgamma inh 0%, ELG1 DNA repair 10%, NPC1 prom act -4%, VP16 counter 1%, FLuc counter 6%, TRPV1 agonist -4 and Tb PFK block -2%.
For COc1ccc(OC)c(S(=O)(=O)Nc2cc3c4c(c2)CCN4C(=O)CC3)c1 the results were ELG1 genotoxic 15%, Rab9 prom act 3%, p53 reactivation -6%, ELG1 DNA repair 25%, NPC1 prom act -2%, BRCA1 expr act -21%, FLuc counter 7%, TRPV1 agonist -3 and Tb PFK block -8%.
Screening CCN1C(=O)/C(=C2\SC(=S)N(c3c(C)n(C)n(-c4ccccc4)c3=O)C2=O)c2ccccc21 returned ELG1 genotoxic -4%, Rab9 prom act -8%, p53 reactivation 6%, RORgamma inh -35%, ELG1 DNA repair 13%, NPC1 prom act -2%, BRCA1 expr act -3%, VP16 counter -10%[0.365 µM], FLuc counter -2%, TRPV1 agonist -1 and Tb PFK block -13%.
For CN(C)Cc1ccccc1Sc1ccc(O)cc1O the results were ELG1 genotoxic -4%, Rab9 prom act -1%, p53 reactivation -15%, RORgamma inh 8%, ELG1 DNA repair -15%, NPC1 prom act 0%, BRCA1 expr act -5%, VP16 counter -22%, FLuc counter -1%, TRPV1 agonist 0 and Tb PFK block -3%.
CCN1CCN(C(=O)C2CCN(S(=O)(=O)c3ccc(SC)cc3)CC2)CC1 was read as ELG1 genotoxic -3%, Rab9 prom act -1%, p53 reactivation 0%, RORgamma inh inconclusive, ELG1 DNA repair 13%, NPC1 prom act 0%, BRCA1 expr act -21%, VP16 counter 0%, FLuc counter -1%, TRPV1 agonist 3 and Tb PFK block 0%.
CC(C)c1ccc(O)c(NC(=S)NC(=O)CCc2ccccc2)c1 was read as ELG1 genotoxic 2%, Rab9 prom act -1%, p53 reactivation -2%, RORgamma inh 13µM*, ELG1 DNA repair inconclusive, NPC1 prom act 0%, BRCA1 expr act -4%, VP16 counter -30%, FLuc counter -1%, TRPV1 agonist -4 and Tb PFK block 1%.
For Cc1ccc(CC(=O)NC2CCN(C)CC2)cc1 the results were ELG1 genotoxic -4%, Rab9 prom act -3%, p53 reactivation 3%, RORgamma inh -43%, ELG1 DNA repair 3%, NPC1 prom act 2%, BRCA1 expr act -20%, VP16 counter -3%, FLuc counter 1%, TRPV1 agonist 4 and Tb PFK block -5%.
For Cc1ccc(CCc2nnc(SCC(=O)Nc3cc(Cl)ccc3Cl)n2-c2ccccc2)o1 the results were ELG1 genotoxic -6%, Rab9 prom act -3%, p53 reactivation -11%, RORgamma inh inconclusive, ELG1 DNA repair -16%, NPC1 prom act -1%, BRCA1 expr act -84%, VP16 counter 0%, FLuc counter 8%, TRPV1 agonist -2 and Tb PFK block -1%.
COc1cccc(C(=O)N(C)c2nnc(-c3ccncc3)s2)c1 was read as ELG1 genotoxic 0%, Rab9 prom act 14%, p53 reactivation -3%, RORgamma inh 34%, ELG1 DNA repair 28%, NPC1 prom act 13%, BRCA1 expr act 27%, VP16 counter 10%, FLuc counter inconclusive, TRPV1 agonist 6 and Tb PFK block -3%.
CCOC(=O)[C@H]1[C@H]2COc3ccc(Cl)cc3[C@@H]2N2C(=O)c3cc(Br)ccc3NC(=O)[C@@]12C was read as ELG1 genotoxic -4%, Rab9 prom act -3%, p53 reactivation -11%, ELG1 DNA repair -28%, NPC1 prom act -2%, BRCA1 expr act -58%, FLuc counter -1%, TRPV1 agonist inconclusive and Tb PFK block -9%.
For O=C(Nc1ccc(SC(F)F)cc1)c1ccccc1F the results were ELG1 genotoxic inconclusive, Rab9 prom act 1.8µM*, p53 reactivation inconclusive, RORgamma inh 42%, ELG1 DNA repair inconclusive, NPC1 prom act 2.5µM*, BRCA1 expr act inconclusive, VP16 counter -2%, FLuc counter 13µM*, TRPV1 agonist inconclusive and Tb PFK block -2%.
`CN(CC(=O)OCC(=O)c1c(N)n(C)c(=O)n(C)c1=O)S(=O)(=O)c1ccc(Cl)cc1` gave ELG1 genotoxic 4%, Rab9 prom act 0%, p53 reactivation -10%, RORgamma inh inconclusive, ELG1 DNA repair 2%, NPC1 prom act -1%, BRCA1 expr act 1%, VP16 counter -1%, FLuc counter 8%, TRPV1 agonist 3 and Tb PFK block 6%.
`Cc1cccc(CN2CCCC(C(=O)N3CCCCC3)C2)c1` (centres undefined) gave ELG1 genotoxic -4%, Rab9 prom act -5%, p53 reactivation -1%, RORgamma inh 2%, ELG1 DNA repair 6%, NPC1 prom act 7%, BRCA1 expr act -12%, VP16 counter 2%, FLuc counter -2%, TRPV1 agonist 9 and Tb PFK block 1%.
For CCc1ccc(-c2cc(C)no2)cc1S(=O)(=O)N1CCN(c2ccccc2OC)CC1 the results were ELG1 genotoxic -6%, Rab9 prom act -5%, p53 reactivation -23%, RORgamma inh -29%, ELG1 DNA repair -28%, NPC1 prom act -5%, BRCA1 expr act -12%, VP16 counter 0%, FLuc counter 3%, TRPV1 agonist inconclusive and Tb PFK block 1%.
`COc1ccc(C(=O)N(CCc2ccccc2)Cc2cccs2)c(OC)c1` gave ELG1 genotoxic -6%, Rab9 prom act 3%, p53 reactivation -1%, RORgamma inh 21%, ELG1 DNA repair -5%, NPC1 prom act 2%, BRCA1 expr act -7%, VP16 counter 12%, FLuc counter 2%, TRPV1 agonist 19 and Tb PFK block 13%.
Screening CN1C(=O)CCC1(O)c1ccccc1 (centres undefined) returned ELG1 genotoxic -6%, Rab9 prom act -4%, p53 reactivation -1%, RORgamma inh -1%, ELG1 DNA repair 19%, NPC1 prom act -2%, BRCA1 expr act 1%, VP16 counter 6%, FLuc counter 2%, TRPV1 agonist -2 and Tb PFK block -1%.
For COc1ccc(-c2nnc(-c3ccc(OCC(C)C)cc3)o2)cc1 the results were ELG1 genotoxic 1%, Rab9 prom act 4%, p53 reactivation 3%, RORgamma inh -38%, ELG1 DNA repair inconclusive, NPC1 prom act 3%, BRCA1 expr act 24%, VP16 counter -17%, FLuc counter inconclusive, TRPV1 agonist -1 and Tb PFK block -9%.
